# Source: PubChem BioAssay (several laboratories)
# CHT PAM – CHT positive allosteric modulators, primary screen, cell-based, membrane potential dye, choline EC20 | High affinity choline transporter 1 (Homo sapiens), Q9GZV3 | CHT-expressing cells; hits give high values; LV-AA mutant CHT in HEK293 cells | B-score at 10 µM | 0.49% of 310,000 active | AID 488977, 2010;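 active = initial fluorescence not abnormally high and integrated response B-score, plate-corrected, over 3 SD above library mean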
# Target sequence (Q9GZV3 whole entry, looked up): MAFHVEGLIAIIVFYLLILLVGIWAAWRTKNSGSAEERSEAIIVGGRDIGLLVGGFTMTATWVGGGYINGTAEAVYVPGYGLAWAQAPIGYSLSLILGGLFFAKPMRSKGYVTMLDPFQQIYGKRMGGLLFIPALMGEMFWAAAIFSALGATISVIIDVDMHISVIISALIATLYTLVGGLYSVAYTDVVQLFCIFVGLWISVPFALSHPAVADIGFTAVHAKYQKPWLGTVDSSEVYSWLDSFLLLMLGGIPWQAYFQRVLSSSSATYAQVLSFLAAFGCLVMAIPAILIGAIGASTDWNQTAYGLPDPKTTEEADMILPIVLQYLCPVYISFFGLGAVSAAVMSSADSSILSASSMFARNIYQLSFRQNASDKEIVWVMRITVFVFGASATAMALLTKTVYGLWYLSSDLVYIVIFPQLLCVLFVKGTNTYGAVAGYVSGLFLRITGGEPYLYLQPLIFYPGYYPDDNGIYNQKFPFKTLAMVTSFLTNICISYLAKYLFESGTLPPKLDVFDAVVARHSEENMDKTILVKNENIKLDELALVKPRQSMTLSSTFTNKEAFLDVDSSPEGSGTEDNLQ
# OX1R antagonist – OX1R (HCRTR1) antagonists, primary screen, fluorescence, CHO/OX1R cells, Fluo-8 calcium, orexin A | Orexin/Hypocretin receptor type 1 (Homo sapiens), O43613 | Fluo-8 calcium fluorescence | inhibition, % at 5 µM | 0.43% of 330,000 active | AID 434989, 2010;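 active = inhibition above its plate's threshold, mean inhibition of all tested compounds on the plate plus 3 SD, cut at about 37% in these data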;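 also: 0% = orexin A challenge wells and 100% = SB-334867-A antagonist wells; not every result past the cut was called active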
# Target sequence (O43613 whole entry, looked up): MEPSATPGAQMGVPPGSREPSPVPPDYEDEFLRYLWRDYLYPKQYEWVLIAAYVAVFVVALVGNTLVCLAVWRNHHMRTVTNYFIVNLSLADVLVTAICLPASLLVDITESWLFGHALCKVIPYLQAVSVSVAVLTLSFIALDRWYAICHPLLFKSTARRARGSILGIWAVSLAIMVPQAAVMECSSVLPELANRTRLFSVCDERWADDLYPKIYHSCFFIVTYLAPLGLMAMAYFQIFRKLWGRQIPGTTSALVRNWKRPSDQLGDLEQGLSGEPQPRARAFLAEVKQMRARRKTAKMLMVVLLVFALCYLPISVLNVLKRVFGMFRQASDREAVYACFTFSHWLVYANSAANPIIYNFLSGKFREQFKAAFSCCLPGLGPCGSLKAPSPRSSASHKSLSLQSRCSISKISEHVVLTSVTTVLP
# Numbers without * were called inactive; i = inactive; nt = not tested or not shown; & = joins results of further samples.
nr	structure	CHT PAM	OX1R antagonist
1	O=C1C2=C(CCCC2)C(=O)N1CNc1ccccc1	i	-14
2	COc1ccc(NC(=O)CN(C)C(=O)CCCc2c[nH]c3ccccc23)cc1	i	-10
3	COc1ccc(CCNC(=O)c2cccc(-n3cnnn3)c2)cc1	nt	16
4	COc1ccccc1CNC(=O)[C@H](NC(=O)C1CCN(C(=O)[C@@H](N)CCSC)CC1)C(C)C	i	3
5	CC(C)C(=O)Nc1ccc(C(=O)Nc2nnc(C(C)C)s2)cc1	i	-17
6	Cc1nnc(C)n1/N=C/c1ccccn1	i	-6
7	COC(=O)c1c(-c2ccc(OC)cc2)sc2ccc(-c3ccc4c(c3)OCO4)cc12	nt	1
8	Cc1cc2ncn(CCOc3ccccc3)c2cc1C	i	-9
9	O=C(CSc1nnc(SCC(=O)c2ccco2)s1)c1ccco1	i	32
10	CCN(C(=O)c1ccc(Cl)cc1[N+](=O)[O-])c1ccccc1C	i	-12
11	CCc1sc(C(=O)Nc2ccccc2N2CCOCC2)cc1C	i	-30
12	O=C(Nc1ccccc1F)c1ccc2snnc2c1	i	-18
13	CCOC(=O)C1CCN(Cc2ccccc2C)CC1	i	-2
14	CCOC(=O)C(NC(=O)Nc1ccc(F)cc1)(OCC)C(F)(F)F (configuration not stated)	i	-16
15	COc1ccc(-c2nc(CSCC(=O)NC3CCN(Cc4ccccc4)CC3)c(C)o2)cc1OC	i	-29
16	COC(=O)c1ccc(C2/C(=C(/O)c3ccc4c(c3)CC(C)O4)C(=O)C(=O)N2Cc2ccncc2)cc1 (configuration not stated)	i	4
17	CCN(CC1CCCN(CCc2cccc(F)c2)C1)C(=O)c1cc(C)oc1C (configuration not stated)	i	-34
18	Cc1ccc(-c2cc(=O)c3ccc(Cl)cc3[nH]2)cc1	i	-18
19	O=c1c2c(ncn1Cc1ccccc1)nc1n2CCC1	i	7
20	CC(C)C1Cc2c(sc3c2c(=O)n(Cc2ccccc2)c2nncn32)CO1 (configuration not stated)	i	-34

# Values in list order from above:
# OX1R antagonist, entries 13 to 20, in order: -2, -16, -29, 4, -34, -18, 7, -34
# CHT PAM, entries 13 to 20, in order: i, i, i, i, i, i, i, i

# One compound at a time, as listed above. Screens in order: CHT PAM, OX1R antagonist
# COc1ccc(-c2nc(CSCC(=O)NC3CCN(Cc4ccccc4)CC3)c(C)o2)cc1OC in the list: i, -29
# CCN(CC1CCCN(CCc2cccc(F)c2)C1)C(=O)c1cc(C)oc1C (configuration not stated) in the list: i, -34
# O=c1c2c(ncn1Cc1ccccc1)nc1n2CCC1 in the list: i, 7
# CCOC(=O)C(NC(=O)Nc1ccc(F)cc1)(OCC)C(F)(F)F (configuration not stated) in the list: i, -16
# O=C(Nc1ccccc1F)c1ccc2snnc2c1 in the list: i, -18

# Other results:
nr	structure	CHT PAM	OX1R antagonist
21	Nc1nc(SCc2c(F)cccc2Cl)[nH]c(=O)c1-c1ccccc1	i	-4
22	Cc1nn(-c2ccccc2)c(N2CCCC2)c1/C=N/NC(=O)c1cc(-c2cccs2)nc2ccccc12	i	-38
23	CCOC(=O)N1CCC(NC(=O)c2cc(C(=O)Nc3ccc(OCC)cc3)ccc2CO)CC1	i	-7
24	Cc1cc(NC(=O)C(C)C)ncc1NC(=O)c1cccc(F)c1	i	5
25	CCN(CC(=O)NCc1ccc(F)cc1)CC(O)COCc1cccc(OC)c1 (configuration not stated)	i	-21
26	CCn1c(=N)n(CC(O)COc2cccc(C)c2)c2ccccc21 (configuration not stated)	i	-16
27	COc1cccc(C(=O)NNC(=O)C(=O)N2CCCCC2)c1	i	-12
28	CCn1cc(C(=O)N2CCc3ccccc3C2)c(=O)c2cc(S(=O)(=O)N3CCCCC3)ccc21	i	-15
29	S=C(Nc1ccccc1)N1CCC(C2CCN(C(=S)Nc3ccccc3)CC2)CC1	i	-17
30	Cc1ccc(C(=O)C2CCOC(C)(C)C2)cc1 (configuration not stated)	i	0
31	O=C(Nc1ccccc1)c1ccc(-c2ccccc2C(F)(F)F)o1	i	-25
32	CC1(C)CC(=O)C=C(N2CCNCC2)C1	i	-13
33	CC(=O)NCCCC(=O)NN1C(=S)N(Cc2ccccc2)C(=O)C1CC(=O)Nc1cccc(C)c1 (configuration not stated)	i	-11
34	Fc1ccc2nc(Nc3nc4c(F)cccc4s3)sc2c1	i	68*
35	CCC1=C2CC[C@H]3C(=O)N(CC(=O)OC)C(=O)[C@H]3[C@H]2[C@@]2(C)C(=NCC(=O)OC)OC(=O)N2C1=O	i	-10
36	Cc1cccc(-n2nnc3c(=O)n(Cc4ccccn4)cnc32)c1	i	-21
37	CCOC(=O)N1CCN(S(=O)(=O)c2ccc3c(c2)CC(C)N3C(=O)C2CC2)CC1 (configuration not stated)	i	-12
38	O=[N+]([O-])c1ccc(N2CCN(S(=O)(=O)c3ccccc3)CC2)c2cccnc12	i	2
39	CN(N)c1nc(N2CCCC2)nc(N2CCCC2)n1	i	-20
40	COc1ccc(-c2cccc(NC(=O)c3ccc4c(c3)OCO4)c2)nn1	i	-20
41	O=C(O)CCn1cc(/C=C2/NC(=S)N(c3ccccc3)C2=O)c(-c2ccccc2)n1	i	1
42	CCOC(=O)N1CCN(C(=O)CSCC(=O)Nc2nc(-c3cccs3)cs2)CC1	i	-18
43	COc1ccccc1OCCNC(=O)c1cc(F)c(F)cc1Cl	i	-18
44	CC1(Cc2ccc3c(c2)OCO3)NC(=O)NC1=O (configuration not stated)	i	-23
45	COc1ccc(NC(=S)Nc2ccccc2)cc1	i	-3&-8
46	CCOC(=O)CSc1nc2c(sc(=S)n2-c2ccccc2)c(=O)[nH]1	i	-1
47	CN(Cc1ccccc1)C(=O)c1nc[nH]c1C(=O)N(C)Cc1ccccc1	nt	-10
48	COc1ccccc1N1CC(C)(C)C(=O)N(C(=O)c2ccc(Cl)cc2)C1=S	i	-15
49	OC(CN1CCOCC1)Cn1c2ccccc2c2ccccc21 (configuration not stated)	i	-44
50	C=CCNC(=O)c1c(CSc2ccc(Cl)cc2)noc1C(=O)NCc1ccccc1	i	-22
51	CCN(CC)c1ccc(/C=C2/C(=O)N(c3ccc([N+](=O)[O-])cc3)N=C2N2CCOCC2)cc1	i	-17
52	CCSc1nnc(NC(=O)C(CC)Oc2ccccc2)s1 (configuration not stated)	i	-14
53	Cc1cccc(NC(=O)c2cc(-c3cc(C)cc(C)c3O)n[nH]2)c1	i	40
54	CC(=O)Nc1ccc(S(=O)(=O)N2CCC(C(=O)NCc3ccco3)CC2)cc1	i	3
55	CC(C)c1ccc(NC(=O)CN2C(=O)COc3ccc(S(=O)(=O)N4CCOCC4)cc32)cc1	i	-29
56	COc1ccc(S(=O)(=O)N2CCOCC2)cc1NC(=O)CN1CCN(C)CC1	i	-4
57	Cc1ccc(Cn2c(SCCN3CCOCC3)nc3c2c(=O)n(C)c(=O)n3C)cc1	i	-24
58	Cc1cc(C)c(OCCN2CC(C)OC(C)C2)c(Br)c1 (configuration not stated)	i	-25
59	Cc1ccc(NS(=O)(=O)c2ccc3c(c2)NC(=O)C(C)C(=O)N3)c(Cl)c1 (configuration not stated)	i	-28
60	CCOc1ccccc1NC(=O)c1ccccc1N(C)S(=O)(=O)c1ccc(C)cc1	i	-5
61	CCC1Oc2ccccc2N(CC(=O)NC2CCCCC2C)C1=O (configuration not stated)	i	-14
62	O=C(c1ccc(Cl)c(S(=O)(=O)N2CCCC2)c1)N1CCCCC1	i	3
63	O=C(CCCNC(=O)/C(=C\c1ccc(F)cc1)NC(=O)c1ccccc1)OCc1ccccc1	i	-41
64	COc1cc(NC(=O)/C=C/c2ccccc2[N+](=O)[O-])cc(OC)c1	i	-19
65	COc1ccc(CC(=O)N2CCN(c3ccccc3)CC2)cc1	i	-17
66	CSc1nc(Cl)cc(N(CCO)CCO)n1	i	-4
67	CCn1ncc(/C=N/NS(=O)(=O)c2ccc(Cl)cc2)c1C	i	-8
68	O=c1c2c([N+](=O)[O-])cc([N+](=O)[O-])cc2sn1-c1ccc(Br)cc1	i	-11
69	CCC(C)(C)NC(=O)CN(C(=O)C(=O)Nc1ccc2c(c1)OCCO2)C1CC1	i	-14
70	CC1CC(C)CN(C(=O)CSc2nnc(-c3ccc(F)cc3)o2)C1 (configuration not stated)	i	-7

# Next results follow.
nr	structure	CHT PAM	OX1R antagonist
71	Cn1c(=O)cc(SCC(=O)NCCCN2CCN(c3ccccc3F)CC2)c2ccccc21	i	-40
72	Cc1ccc(S(=O)(=O)N2[C@@H](c3ccccc3F)C(C(=O)O)=CC[C@H]2c2ccc(Cl)cc2)cc1	i	-16
73	Cc1cc(=O)oc2cc(OCC(=O)OCC(=O)Nc3c(C)n(C)n(-c4ccccc4)c3=O)ccc12	i	-26
74	Cc1cccc(Cl)c1NC(=S)N1CCN(c2ccc([N+](=O)[O-])cn2)CC1	i	-20
75	COc1ccccc1C(CNC(=O)c1ccc(NS(=O)(=O)c2ccc(F)c(C)c2)cc1)N1CCCC1 (configuration not stated)	i	-5
76	Cc1c(C#N)c(NC(=O)c2ccccc2)n(Cc2ccccc2)c1C	i	16
77	COc1ccc2oc(=O)c(-c3ccccc3C(=O)N3CCOCC3)cc2c1	i	-20
78	COc1ccc(CCNC(=O)c2cccc(S(=O)(=O)NC(C)c3ccccc3)c2)cc1 (configuration not stated)	nt	16
79	O=C(CS(=O)c1ccccc1[N+](=O)[O-])Oc1ccc(Br)cc1 (configuration not stated)	i	-14
80	CN(C)S(=O)(=O)c1ccc(C(=O)NCCN=C2NS(=O)(=O)c3ccccc32)cc1	i	-20
81	O=C(Nc1cccc(Cl)c1)Nc1sccc1-c1nc2ccccc2s1	i	14
82	CCC(=O)OCC(=O)N=c1sccn1Cc1ccccc1Cl	i	-5
83	O=C(COC(=O)/C=C/c1ccc(Cl)cc1)NC(=O)NCc1ccccc1	nt	13
84	NC1(N)OC(CN2C(=O)c3ccccc3C2=O)CS1 (configuration not stated)	i	-18
85	Cc1cc(C)c(C#N)c(N2CCCC(C(N)=O)C2)n1 (configuration not stated)	i	-17
86	O=C(Cc1ccc(Cl)cc1)Nc1ccccn1	i	-11
87	CC(C)CNC(=S)NNC(=O)CC(C)O (configuration not stated)	i	9
88	O=C(Nc1cccc(O)c1)c1c(O)c2ccccc2[nH]c1=O	i	-23
89	Cc1onc(-c2ccccc2)c1C(=O)N1CCC(C)CC1	i	-2
90	CCN(CC)c1ccc(NC(=O)Nc2cccc3ccccc23)cc1	i	-4
91	O/N=C/c1ccnc(SCc2ccccc2)n1	i	-7
92	CC(NC(=O)c1ccco1)C(c1cccs1)N1CCN(c2ccccc2)CC1 (configuration not stated)	i	-23
93	CCOC(=O)C1=C(c2ccccc2)Nc2ncnn2C1c1cc(OC)cc(OC)c1OC (configuration not stated)	i	-23
94	CCOC(=O)c1c(C)[nH]c(C)c1S(=O)(=O)NCC1CCN(Cc2cccc(F)c2)CC1	i	-28
95	Cc1nc(N2CCN(C(=O)c3ccco3)CC2)[nH]c(=O)c1C	i	2
96	CCC1(c2ccc(F)cc2)NC(=O)N(CC(=O)NCc2ccc(F)cc2)C1=O (configuration not stated)	i	-19
97	COc1ccc(-n2c(COc3cccc4cccnc34)nnc2SCC(=O)O)cc1	i	-8
98	O=C(OCC(=O)N1CCN(C(=O)COC(=O)c2ccc(O)cc2O)CC1)c1ccc(O)cc1O	i	9
99	CC1(C)C2CCC1(C)C(NCC(O)COc1ccc(C#N)cc1)C2 (configuration not stated)	i	-18
100	Cc1cc(OCC(F)(F)C(F)(F)C(F)(F)C(F)(F)C(F)(F)C(F)F)nc(N)n1	i	-9

# Arranged by value in OX1R antagonist (rising): some entries from above.
cpd	molecule	OX1R antagonist
50	C=CCNC(=O)c1c(CSc2ccc(Cl)cc2)noc1C(=O)NCc1ccccc1	-22
40	COc1ccc(-c2cccc(NC(=O)c3ccc4c(c3)OCO4)c2)nn1	-20
65	COc1ccc(CC(=O)N2CCN(c3ccccc3)CC2)cc1	-17
91	O/N=C/c1ccnc(SCc2ccccc2)n1	-7
75	COc1ccccc1C(CNC(=O)c1ccc(NS(=O)(=O)c2ccc(F)c(C)c2)cc1)N1CCCC1 (configuration not stated)	-5
30	Cc1ccc(C(=O)C2CCOC(C)(C)C2)cc1 (configuration not stated)	0
62	O=C(c1ccc(Cl)c(S(=O)(=O)N2CCCC2)c1)N1CCCCC1	3

# Following part:
nr	structure	CHT PAM	OX1R antagonist
101	CC(=O)c1ccc(-n2nnnc2SCC(=O)NC2CCCCC2)cc1	i	-37
102	COc1ccc(CC(=O)Nc2cccc(C(=O)O)c2C)cc1	i	-5
103	Cn1c(=O)cc(OCCCC(=O)Nc2ccccn2)c2ccccc21	i	-11
104	CC(C)c1ccc(-c2nn[nH]n2)cc1	i	3
105	CCOc1ccc(CCNC(=O)c2cccc(C#N)c2)cc1OCC	i	-18
106	CC(C)(C)c1cc(CCC(=O)NCc2ccccn2)cc(C(C)(C)C)c1O	i	-19
107	CCc1cc(=O)oc2cc(C)cc(OCC(=O)NCC(O)c3ccccc3)c12 (configuration not stated)	i	-35
108	CC1(C)[C@H]2CC[C@]1(C)[C@@H](OC(=O)C[N+]1(C)CCOCC1)C2	i	2
109	C/C(=N\NC(=O)c1ccccn1)C12CC3CC(CC(C3)C1)C2	i	-3
110	CCOc1cc(/C=C2\N=C(SC(C)C(N)=O)N(c3ccc(OC(F)F)cc3)C2=O)ccc1O (configuration not stated)	i	9
111	COc1ccc(CNc2nc3nc(C)c(Cl)c(C)n3n2)cc1OC	i	-27
112	CCOc1ccc(NC(=O)C2=C(C)NC(=S)NC2c2ccc(O)c(OC)c2)cc1 (configuration not stated)	i	-1
113	CC(NC(=O)NCC1CCCO1)(C(F)(F)F)C(F)(F)F (configuration not stated)	i	3
114	CC1(C(=O)N(CC(=O)NC2CCCC2)C2CCCC2)CC(=O)N=C2C=CC=CN21 (configuration not stated)	i	-4
115	Cn1ncc(Br)c1C(=O)NC1CCCCC1	i	-5
